TRHR enhancer: TRH receptor (human) allosteric enhancement; TRHR cells, fluo-8 calcium fluorescence, EC20 TRH enhancement; enhancement, % at 2 µM; 360,000 tested, 0.66% active; in the data active means enhancement above about 30%; further: 0% is about no effect
Target sequence (P34981 whole entry, looked up): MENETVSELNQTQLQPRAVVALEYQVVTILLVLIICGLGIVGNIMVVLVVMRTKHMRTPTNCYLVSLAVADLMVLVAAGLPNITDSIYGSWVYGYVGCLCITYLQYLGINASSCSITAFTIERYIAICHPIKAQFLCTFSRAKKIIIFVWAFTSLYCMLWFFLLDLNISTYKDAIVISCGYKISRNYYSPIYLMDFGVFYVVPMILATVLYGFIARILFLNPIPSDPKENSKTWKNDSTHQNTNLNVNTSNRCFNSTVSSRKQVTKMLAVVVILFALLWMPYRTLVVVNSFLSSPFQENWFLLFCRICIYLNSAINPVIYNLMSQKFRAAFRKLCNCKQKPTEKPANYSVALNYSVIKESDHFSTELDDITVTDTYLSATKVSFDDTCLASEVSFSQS
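Enhancer read-out: after compound pinning and an initial kinetic agonist-mode read, an EC20 of TRH (10 nM final) was injected and fluo-8 calcium signal (Ex 480/Em 530) followed at 1 s/cycle for 100 cycles in TRHR-expressing cells.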
USP1-UAF1 inh: USP1/UAF1 (human) deubiquitinase inhibition; Potency, µM (doses to about 57.1 µM), without a hit: at the highest dose activity change, negative = inhibition, most hits filed as inhibitors; 390,000 tested, 0.23% active; recombinant USP1/UAF1, Ub-Rhodamine cleavage fluorescence; O94782; further: potency means the concentration at half of the fitted maximal effect; on the % scale 0 is the no-effect control and ±100 the full control effect; nearly all actives have a fitted effect of over 60% in size; inactives centre near -12
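USP1/UAF1 complex at 1 nM was preincubated with compound for 15 min at room temperature, then Ub-Rho substrate (150nM final) was added. Fluorescence (480/540 nm) was read kinetically, 6 reads every 60 seconds.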
TRHR ag: agonists of human TRH receptor | TRHR cells, calcium flux fluo-8, FDSS agonist mode | 360,000 tested, 0.18% active | activation, % at 2 µM; in the data active means activation above about 30%; further: 0% is about no effect
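Fluo-8-loaded TRHR cells; 10 s baseline, compound added, kinetic Ca2+ fluorescence read 1/s, agonist mode.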
Pin1 inhibitor: inhibitors of human Pin1; Q13526; Pin1 FP peptide displacement, HiFluor488, 10 min; Potency, µM (highest dose often 115 µM), for inactives: at the top dose activity, negative = inhibition, most hits filed as inhibitors; 390,000 tested, 0.009% active; AID 504891; active means well fitted inhibition curve with a large enough effect in the polarisation, with a control signal flat, not every such curve was filed as active; inconclusive means small, poorly fitted or top-dose-only effect, or effect the other way, or a change in a side signal; inactive means no such curve, though single readings can be large or run the other way; the % refers to the polarisation; further: potency means the concentration at half of the fitted maximal effect; on the % scale 0 is the no-effect control and ±100 the full control effect
Target sequence (Q13526 whole entry, looked up): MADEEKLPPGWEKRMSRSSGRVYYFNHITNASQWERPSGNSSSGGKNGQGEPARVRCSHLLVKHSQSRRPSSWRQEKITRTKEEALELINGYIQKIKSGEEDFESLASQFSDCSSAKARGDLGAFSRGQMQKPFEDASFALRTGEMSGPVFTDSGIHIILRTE
D2 antagonist: antagonizes the human D2 dopamine receptor; 340,000 tested, 2% active; HEK293 TREx D2 cells, calcium flux, dopamine EC80; P14416; inhibition, % at 10 µM; AID 485344; in the data active means inhibition above about 30%; further: 0% is about no effect
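Antagonism is scored as inhibition of an EC80 dopamine-evoked calcium signal in a force-coupled, tetracycline-inducible HEK293 T-REx D2 line, with compound present 180 s before agonist.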
D2 agonist: D2 dopamine receptor (human) agonism | HEK293 T-REx D2 cells, calcium flux agonist mode | 340,000 tested, 0.53% active | P14416 | activation, % at 2 µM;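 active means activation over 3 SD above normal in the single-dose calcium agonist read, cut at about 30% in these data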; further: 0% is about no effect
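In this primary screen, compounds producing a positive calcium signal within 180 s of addition to tetracycline-induced, force-coupled HEK293 Trex D2 cells are flagged; cells are dye-loaded with a no-wash calcium kit beforehand.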
IDH1 R132H inh: inhibitors of human mutant IDH1 R132H; 390,000 tested, 0.093% active; AID 602179; IDH1-R132H enzyme, NADPH consumption, diaphorase/resazurin fluorescence; Potency, µM (titrated, usually from 76.6 µM), without a hit: at the highest dose activity change, negative = inhibition, hits mostly inhibitors; further: potency means the concentration at half of the fitted maximal effect; on the % scale 0 is the no-effect control and ±100 the full control effect; nearly all actives have a fitted effect of over 65% in size
Target sequence (O75874 whole entry R132H, stated change not applied): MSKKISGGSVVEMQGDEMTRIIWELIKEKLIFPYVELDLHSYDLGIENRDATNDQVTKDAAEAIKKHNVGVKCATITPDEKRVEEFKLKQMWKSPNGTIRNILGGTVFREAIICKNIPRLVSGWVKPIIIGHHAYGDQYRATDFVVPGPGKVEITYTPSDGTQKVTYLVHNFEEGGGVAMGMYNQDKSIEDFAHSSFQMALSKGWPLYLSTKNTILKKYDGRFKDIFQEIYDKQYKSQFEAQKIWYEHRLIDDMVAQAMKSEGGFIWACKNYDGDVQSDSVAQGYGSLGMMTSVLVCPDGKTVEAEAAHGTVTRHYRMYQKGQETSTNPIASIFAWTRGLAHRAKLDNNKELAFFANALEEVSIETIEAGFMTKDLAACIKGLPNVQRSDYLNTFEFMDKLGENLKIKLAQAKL
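IDH1-R132H (0.5 ug/mL dispensed) in pH 7.5 Tris buffer was preincubated 30 min with compound, then given a substrate mix of 0.016 mM NADPH and 2 mM alpha-KG for 80 min at room temperature; remaining NADPH was read by diaphorase/resazurin fluorescence.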
TrxR1 inh: inhibitors of rat thioredoxin reductase 1 | O89049 | recombinant rTrxR1, NADPH fluorescence consumption, selenite substrate | Potency, µM (titrated, usually from 114 µM), without a hit: at the top dose activity change, negative = inhibition, actives largely listed as inhibitors | 390,000 tested, 1% active | AID 588453; further: potency means the concentration at half of the fitted maximal effect; on the % scale 0 is the no-effect control and ±100 the full control effect; nearly all actives have a fitted effect of over 65% in size
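Rat TrxR1 (90 nM in the dispensed reagent) was pre-reduced with 400 uM NADPH for 5 min at room temperature, then incubated with compound for 15 min. After 400 uM selenite was added, NADPH fluorescence (Ex 340/Em 450 nm) was followed for 8 min.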
TrxR1 substrate: rat thioredoxin reductase 1 substrate activity. Potency, µM (highest dose often 114 µM), for inactives: at the top dose activity change, negative = substrate turnover. purified TrxR1 substrate turnover, NADPH consumption readout. 390,000 tested, 0.01% active; further: potency means the concentration at half of the fitted maximal effect; on the % scale 0 is the no-effect control and ±100 the full control effect; nearly all actives have a fitted effect of over 50% in size
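Rat TrxR1, dispensed at 90 nM, was prereduced with 400 uM NADPH (final) for 5 min at ~22 deg C, then incubated with compound 15 min before 400 uM selenite. A first-read NADPH fluorescence drop versus no-compound background flagged substrates.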
* hit, by the source's call; ? = inconclusive; nt = no result given; [ ] = remark or other dose. Unless noted, the call rests on the fitted dose curve; in most records, active means well fitted inhibition curve with a large enough effect; inconclusive means small, poorly fitted or top-dose-only effect; inactive means no such curve, though single readings can be large or run the other way. This is a subset, so the mix of outcomes need not match the whole.

SMILES	TRHR enhancer	USP1-UAF1 inh	TRHR ag	Pin1 inhibitor	D2 antagonist	D2 agonist	IDH1 R132H inh	TrxR1 inh	TrxR1 substrate
CCCCNS(=O)(=O)c1ccc2nc(-c3cccnc3)cc(C(=O)NCCCOC)c2c1	13	-15%	-0.5	0%	-3	-0.2	4%	18%[57.1 µM]	3%[57.1 µM]
c1coc(-c2nnc3sc(Cc4cccs4)nn23)c1	-3	3%	-0.8	nt	6	-0.3	18%	-38%[57.1 µM]	4%[57.1 µM]
NC(=O)CC(NC(=O)Cc1cccc2ccccc12)c1ccc(NCc2ccc(F)cc2)c([N+](=O)[O-])c1 (stereo unspecified)	-1	-30%	-0.7	51%[activator]	28	0.0	-1%	14%	-2%
CC1N(C(=O)N(C)C)CCN1S(=O)(=O)c1ccccc1 (stereo unspecified)	36*	-3%	-0.6	-2%	-10	0.0	-7%	7%	-5%
CCOc1ccc(CCNC(=O)c2ccc(OCc3c(C)noc3C)cc2)cc1OCC	-2	-14%	-0.5	1%	-3	-1.1	-7%	-6%	-10%
COc1ccc(N2CCN(C(=O)c3ccc(C)c(NC(=O)c4nsc5ccccc45)c3)CC2)cc1	-1	2%	0.2	3%	nt	0.5	10%	9%[57.1 µM]	-4%[57.1 µM]
CCN1CCn2c3c(c4cc(Br)ccc42)CCCC31 (stereo unspecified)	nt	-4%	nt	-3%	nt	nt	4%	-8%[57.1 µM]	2%[57.1 µM]
CC(/C=C/c1ccccc1)=N/NC(=O)CNC(=O)c1ccccc1F	2	-12%	2.5	1%	17	-0.5	-3%	8%[57.1 µM]	1%[57.1 µM]
Cn1nc(C(=O)NC2CCCC2)c2ccccc2c1=O	-8	-9%	0.1	0%	2	0.8	-2%	32%	1%
COC(=O)c1sccc1Oc1c(Cl)cccc1[N+](=O)[O-]	9	?	0.2	-2%	-5	0.5	-2%	9%[57.1 µM]	2%[57.1 µM]
C/C(=N\NC(=O)CN1CCN(S(=O)(=O)c2ccc(C)cc2)CC1)c1cccnc1	2	-22%	-0.6	-9%	-8	0.6	-2%	14%[57.1 µM]	12%[57.1 µM]
CC(Nc1ncnc2ccccc12)c1ccccc1 (stereo unspecified)	4	-20%	0.8	0%	-6	-0.3	10%	2%	-2%
O=C(c1ccc2oc(Cc3ccc(Cl)cc3)nc2c1)N1CC[C@H](O)C1	1	-17%	-0.4	-8%	-22	0.2	0%	18%	9%
Cc1cc(C(=O)COC(=O)CCc2nc3ccccc3s2)c(C)n1C	-6	-6%	-1.2	?	-25	0.1	4%	2%	1%
O=C(CCS(=O)(=O)c1ccc(Br)cc1)NCc1ccco1	8	-18%	-1.1	-3%	7	0.9	5%	22%	0%
CN(Cc1cnn(C)c1)Cc1nc(COc2ccccc2)no1	46*	-20%	1.0	-5%	nt	nt	-1%	12%[11.4 µM]	11%[57.1 µM]
Cc1nn(-c2ccc(F)cc2)c(Cl)c1/C=C/C(=O)N1CCNC(=O)C1	-1	-17%	0.1	0%	-7	-0.1	7%	24%	2%
O=C(Nc1ccccc1F)c1ccc(CNS(=O)(=O)c2cccc(C(F)(F)F)c2)cc1	-2	1%	0.4	-5%	7	-0.6	3%	15%[57.1 µM]	-12%
CC1(C)O[C@@H]2[C@H](O1)[C@@H](COS(=O)(=O)O)O[C@H]2n1c(=S)[nH]c2c(=O)[nH]c(N)nc21	0	?	0.5	1%	9	-0.3	0%	-13%	0%
CCCC1CC(=O)NC1(C(=O)OCC)C(=O)OCC (stereo unspecified)	nt	-16%	nt	-5%	nt	nt	6%	14%	9%[57.1 µM]
Cc1cccc(-c2nc3scc(CCNS(=O)(=O)c4ccc(F)cc4C)n3n2)c1	1	-17%	1.1	-1%	nt	0.6	4%	7%[57.1 µM]	-1%[57.1 µM]
CC(=O)c1ccc(/C=C/c2nc3ccccc3n2C)o1	8	-11%	5.0	2%	9	2.3	4%	?	129%[activator]
COc1ccc(N2CC(C(=O)Nc3ccc4c(c3)OCCO4)CC2=O)cc1 (stereo unspecified)	-1	-3%	-0.2	-2%	16	0.3	2%	15%	5%
CCc1ccc2occ(CC(=O)Nc3c(C(=O)c4ccc(F)cc4)oc4ccccc34)c2c1	-11	-17%	0.6	-1%	nt	1.2	13%	21%	10%
Cc1ccc(C)c(N2CC(=O)N(c3cc(C)ccc3C)CC2=O)c1	-3	-2%	0.4	1%	2	0.6	10%	24%[57.1 µM]	13%[57.1 µM]
O=C1/C(=C\c2ccco2)SC(=S)N1c1ccccc1	8	-15%	-0.6	-3%	47*	-0.7	-3%	-19%	-13%
CC(=O)Nc1ccc(NC(=O)C(C)OC(=O)c2ccc3c(c2)OCCO3)cc1 (stereo unspecified)	1	-11%	-0.2	-7%	nt	nt	-7%	-8%	-11%
CCC(C(=O)Nc1ccon1)c1ccccc1 (stereo unspecified)	3	-13%	-0.4	-3%	-8	-0.3	0%	6%	2%
O=C(CCN1CCCC1Cc1ccccc1)c1ccc2c(c1)OCCO2 (stereo unspecified)	5	-17%	7.0	1%	109*	82*	4%	0.32µM*	3%
CCN(CC)S(=O)(=O)c1ccc(NC(=O)CCNC(=O)c2ccccc2)cc1	1	-9%	0.4	-3%	nt	nt	14%	15%	1%
CCOC(=O)COc1ccc2c(=O)c(-c3ccccc3OC)coc2c1	1	-18%	-0.8	-1%	-5	0.5	5%	-1%[57.1 µM]	2%[57.1 µM]
Cc1cc(C)n2nc(N)c(N=Nc3cccc(Cl)c3)c2n1	1	-9%	-0.4	-2%	5	-1.0	1%	1%[57.1 µM]	-3%
COc1ccccc1C=NN1C(=O)CSC1=S	nt	-25%	nt	?	nt	nt	11%	-50%[57.1 µM]	8%[57.1 µM]
Cc1ccc(Nc2nc(C)c(CCC(C)C)c(=O)[nH]2)cc1	-2	-12%	0.5	3%	-6	-0.9	-2%	-15%	-15%
Cc1cc(C)n2nc(-c3ccc(F)cc3)nc2n1	-5	0%	-0.1	15%	nt	nt	5%	-5%	-1%
COc1ccc(CCN(C)C(=O)c2cc(-c3ccccc3)nc3ccc(C)cc23)cc1OC	12	-2%	-3.2	0%	5	-0.6	0%	?	-19%
O=C(Nc1nccs1)c1ccc(NC(=O)c2ccco2)cc1	-3	-6%	-0.2	?	1	0.1	8%	-15%	2%
Cc1cc(C)nc(SCC(=O)NC2CCCCC2C)n1 (stereo unspecified)	-1	-5%	0.1	0%	1	0.1	2%	-1%[57.1 µM]	-2%[57.1 µM]
O=C(Cn1nc(C(F)F)cc1C(F)F)NNC(=S)Nc1ccc(Cl)cc1	10	-11%	-0.1	2%	-13	-0.5	0%	-10%	-2%
O=C(CCNC(=O)Cn1ccc2ccccc2c1=O)NCCc1ccc(Cl)cc1	-18	-19%	-0.8	7%	nt	nt	2%	-8%	0%

One compound at a time, as listed above. Screens in order: TRHR enhancer	USP1-UAF1 inh	TRHR ag	Pin1 inhibitor	D2 antagonist	D2 agonist	IDH1 R132H inh	TrxR1 inh	TrxR1 substrate
Cc1cc(C)nc(SCC(=O)NC2CCCCC2C)n1 (stereo unspecified) is entered as -1	-5%	0.1	0%	1	0.1	2%	-1%[57.1 µM]	-2%[57.1 µM]
COc1ccc(N2CCN(C(=O)c3ccc(C)c(NC(=O)c4nsc5ccccc45)c3)CC2)cc1 is entered as -1	2%	0.2	3%	nt	0.5	10%	9%[57.1 µM]	-4%[57.1 µM]
O=C(Nc1ccccc1F)c1ccc(CNS(=O)(=O)c2cccc(C(F)(F)F)c2)cc1 is entered as -2	1%	0.4	-5%	7	-0.6	3%	15%[57.1 µM]	-12%

More entries follow:
SMILES	TRHR enhancer	USP1-UAF1 inh	TRHR ag	Pin1 inhibitor	D2 antagonist	D2 agonist	IDH1 R132H inh	TrxR1 inh	TrxR1 substrate
CCOc1cc(CNCCSc2nnnn2C)cc(Br)c1OCc1ccccc1F	-1	-15%	0.3	4%	19	0.5	4%	8%	-8%[57.1 µM]
Cc1ccc2c(CC(=O)N3CCN(c4cccc(Cl)c4)CC3)coc2c1C	-3	-7%	0.1	-22%	nt	-0.3	1%	?	-4%
COC(=O)[C@]1(CC(C)C)N[C@H](c2ccc(-c3ccc(Cl)c(Cl)c3)cc2)[C@@H]2C(=O)N(C)C(=O)[C@@H]21	6	-42%	0.6	17%	10	0.7	-15%	26%[57.1 µM]	6%[57.1 µM]
COc1ccc(OC)c(Nc2nc(-c3ccc(C)cc3)nc3ccccc23)c1	16	?	1.8	-2%	nt	1.3	9%	-6%[57.1 µM]	1%[57.1 µM]
O=C1c2ccccc2C(=O)c2c1oc(C(F)(F)F)c2C(=O)c1ccccc1	7	?	-0.1	1%	-15	0.5	11%	?	-7%
COc1cccc(-c2nc(S(=O)(=O)c3ccc(Cl)cc3)c(NCc3ccccc3)o2)c1	13	-29%	-0.4	1%	nt	nt	-1%	22%	48%[activator]
COc1ccc2oc(=N)c(C(=O)Nc3ccc(C)cc3)cc2c1	4	-12%	0.4	-8%	nt	nt	0%	14%	1%
CCN1CCN(c2nn3c(=O)c4ccccc4nc3c3ccccc23)CC1	-3	-16%	-0.3	-3%	17	-0.6	0%	18%[57.1 µM]	2%[57.1 µM]
Cc1ccc(CNC(=O)CS(=O)CC(=O)O)cc1 (stereo unspecified)	1	-5%	0.1	1%	-9	0.9	5%	14%	0%
C=C(C)C1Cc2c(C)nn(-c3cccc4ccccc34)c2C1 (stereo unspecified)	3	-22%	0.0	-3%	-4	-0.4	3%	-10%	-6%
COCCCNC(=O)c1ccccc1N(Cc1ccccc1)S(=O)(=O)c1ccccc1	1	-20%	-0.2	-6%	0	-0.2	-4%	24%	-1%
COCCCNC(=O)C1CCN(c2ncnc3c2nc2n3CCCCC2)CC1	24	-13%	0.7	2%	nt	0.7	-15%	1%	-4%
COc1cc2c(cc1OC)C(c1cc(OC)c(O)c(OC)c1)CC(=O)N2 (stereo unspecified)	3	-23%	0.5	-5%	nt	1.3	-1%	16%	6%
NS(=O)(=O)c1ccc(CNC(=O)/C=C/c2ccccc2)cc1	-2	-10%	0.0	-1%	16	-0.1	3%	-10%	-7%
CCOC(=O)C1=C(C)NC(=O)NC1c1ccc(Br)s1 (stereo unspecified)	-5	-11%	-0.3	1%	3	1.1	-4%	-14%	-14%

High-throughput results deposited in PubChem by National Center for Advancing Translational Sciences (NCATS).
